COUP-TFII inh – inhibitors of human COUP-TFII (NR2F2). 370,000 compounds, 0.7% hits. HEK293T NGFI-A luciferase reporter, luminescence. P24468. inhibition, % at 8.6 µM. AID 686940;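 active = inhibition above a per-plate cutoff, mean inhibition of test wells between control levels plus 3 SD, cut at about 38% in these data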;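 note: cells cotransfected with COUP-TFII expression vector driving the NGFI-A reporter; 0% = median of COUP-TF2 test wells and 100% = reporter-only cells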
EBV LMP1 NFkB – Epstein-Barr LMP1 NF-kappaB reporter inhibition; LMP1-induced NF-kappaB luciferase reporter cells, luminescence; inhibition, % at 12.5 µM; 350,000 compounds, 0.69% hits; AID 504558; in the data active = inhibition above about 41%;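 note: 0% = neutral control wells and 100% = reference inhibitor control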
LRH-1 inv ag – NR5A2 inverse agonism in reporter assay | HEK293T StAR-luciferase reporter, LRH-1 transfected, 24 h | O00482 | 360,000 compounds, 0.13% hits | AID 602396 | inhibition, % at 3.6 µM;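 active = inhibition above the mean inhibition of all tested compounds plus 3 SD, cut at about 73% in these data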;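 note: 0% = DMSO wells and 100% = reporter-only cells lacking LRH-1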
NOD2 RIPK2 PPI – inhibitors of human NOD2-RIPK2 interaction. CHO BLA complementation NOD2-RIPK2, CCF4 ratio. inhibition, % at 4.98 µM. 360,000 compounds, 0.38% hits; in the data active = inhibition above about 21%;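 note: 0% = vehicle only and 100% = reference blocker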
SRC3 inh – inhibitors of human steroid receptor coactivator 3 (SRC3); Q9Y6Q9; HEK293 GAL4-SRC3 luciferase reporter, luminescence; inhibition, % at 3.6 µM; 360,000 compounds, 0.17% hits;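 active = inhibition above a per-campaign cutoff, the mean of all compounds plus 3 SD, cut at about 60% in these data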;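 note: 0% = DMSO-treated cells and 100% = gossypol-treated cells at 36 µM; higher means less SRC3-driven luciferase light from the GAL4 reporter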
TWEAK Fn14 block – inhibitors of TWEAK-Fn14 interaction signaling. TWEAK-stimulated Fn14 reporter cells, luciferase luminescence, 8 h. inhibition, % at 10 µM. 360,000 compounds, 2% hits. AID 1159606; in the data active = inhibition above about 50%
TROY signal inh – inhibitors of TROY-dependent NF-kB signaling; Q293 LMP1-TROYcd NF-kB luciferase reporter, 4 h; inhibition, % at 10 µM; 360,000 compounds, 0.98% hits; AID 1347056;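 active = compounds whose plate-normalised and pattern-corrected inhibition of the luciferase reporter signal at the single screening dose is 50% or more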
TLR9-MyD88 block – inhibitors of human TLR9-MyD88 binding. AID 504734. inhibition, % at 4.98 µM. CHO BLA complementation TLR9-MyD88, CCF4 FRET ratio. Q9NR96+Q99836. 340,000 compounds, 0.21% hits;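 active = inhibition above the mean over all tested compounds plus 3 SD, cut at about 21% in these data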;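 note: 0% = DMSO only wells and 100% = clavulanate BLA inhibitor control wells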
NCOA1 inh – human NCOA1 inhibition; Q15788; HEK293 GAL4-SRC1 luciferase reporter, luminescence; inhibition, % at 3.6 µM; 360,000 compounds, 0.12% hits;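 active = inhibition above the campaign mean plus 3 SD, with each screening campaign given its own cutoff, cut at about 60% in these data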;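 note: 0% = DMSO treated cells and 100% = gossypol at 36 µM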
Target sequence (Q15788 whole entry, looked up, the tested form may be a part): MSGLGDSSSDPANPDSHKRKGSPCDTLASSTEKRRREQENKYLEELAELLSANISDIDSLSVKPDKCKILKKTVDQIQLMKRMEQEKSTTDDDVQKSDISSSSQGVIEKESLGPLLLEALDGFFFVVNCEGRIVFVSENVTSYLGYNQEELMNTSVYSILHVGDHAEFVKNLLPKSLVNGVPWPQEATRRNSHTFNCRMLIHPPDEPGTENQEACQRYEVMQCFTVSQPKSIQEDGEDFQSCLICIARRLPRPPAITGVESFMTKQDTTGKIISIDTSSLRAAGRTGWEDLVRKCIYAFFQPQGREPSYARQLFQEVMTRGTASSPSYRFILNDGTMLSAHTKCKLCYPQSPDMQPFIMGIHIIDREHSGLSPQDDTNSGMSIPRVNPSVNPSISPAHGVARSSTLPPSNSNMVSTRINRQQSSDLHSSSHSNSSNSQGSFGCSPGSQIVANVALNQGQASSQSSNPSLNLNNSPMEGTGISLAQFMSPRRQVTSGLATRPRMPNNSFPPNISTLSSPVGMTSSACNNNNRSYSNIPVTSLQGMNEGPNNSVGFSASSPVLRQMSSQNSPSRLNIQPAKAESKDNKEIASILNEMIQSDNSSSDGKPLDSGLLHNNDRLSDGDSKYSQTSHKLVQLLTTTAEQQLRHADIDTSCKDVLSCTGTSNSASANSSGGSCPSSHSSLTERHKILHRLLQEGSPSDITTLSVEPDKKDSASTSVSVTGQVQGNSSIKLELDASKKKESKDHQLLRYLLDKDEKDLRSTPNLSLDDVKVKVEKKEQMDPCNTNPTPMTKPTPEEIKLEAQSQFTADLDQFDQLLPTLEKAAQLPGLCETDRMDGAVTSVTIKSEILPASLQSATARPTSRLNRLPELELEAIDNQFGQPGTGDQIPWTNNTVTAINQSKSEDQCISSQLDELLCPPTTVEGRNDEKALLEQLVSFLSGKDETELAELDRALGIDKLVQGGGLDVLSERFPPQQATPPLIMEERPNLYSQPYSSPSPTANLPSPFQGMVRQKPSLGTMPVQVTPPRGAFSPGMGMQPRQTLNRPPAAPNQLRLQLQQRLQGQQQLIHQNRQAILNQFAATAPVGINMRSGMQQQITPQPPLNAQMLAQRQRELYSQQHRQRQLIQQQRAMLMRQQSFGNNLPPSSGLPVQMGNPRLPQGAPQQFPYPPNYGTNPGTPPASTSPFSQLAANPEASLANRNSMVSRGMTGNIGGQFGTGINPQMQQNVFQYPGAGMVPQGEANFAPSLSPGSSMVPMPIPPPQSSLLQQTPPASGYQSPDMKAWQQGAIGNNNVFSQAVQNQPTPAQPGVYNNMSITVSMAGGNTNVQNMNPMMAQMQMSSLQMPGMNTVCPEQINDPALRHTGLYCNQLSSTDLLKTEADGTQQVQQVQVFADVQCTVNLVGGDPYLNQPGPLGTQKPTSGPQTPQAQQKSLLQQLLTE
C8 TRAIL sens – caspase-8 TRAIL sensitization. inhibition (viability loss, TRAIL sensitization), % at 10 µM. AID 624354. NB7+C8 cells + TRAIL, ATPlite viability luminescence. 360,000 compounds, 1% hits;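 active = compounds causing at least 50% loss of cell viability in the single-dose screen, relative to plate controls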
NCOA2 inhibitor – inhibits human steroid receptor coactivator 2; Q15596; HEK293 GAL4-SRC2 luciferase reporter, luminescence; inhibition, % at 9 µM; 370,000 compounds, 0.17% hits;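 active = inhibition above the mean inhibition of all tested compounds plus 3 SD, set per campaign, cut at about 52% in these data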;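 note: 0% = DMSO treated cells and 100% = cells given Gossypol at 36 µM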
Active calls of the source: *; . = no result given. An excerpt (hit frequency here may not be typical).

SMILES | COUP-TFII inh | EBV LMP1 NFkB | LRH-1 inv ag | NOD2 RIPK2 PPI | SRC3 inh | TWEAK Fn14 block | TROY signal inh | TLR9-MyD88 block | NCOA1 inh | C8 TRAIL sens | NCOA2 inhibitor
CC(C)(C)NC(=O)C(c1ccc(F)cc1)N(Cc1ccco1)C(=O)CCC(=O)Nc1nccs1 (centres undefined) | -11 | -9 | 9 | -2 | -12 | 10 | 19 | -12 | -20 | 5 | 1
COc1ccc(N2C(=O)CC(Sc3n[nH]c(-c4ccc(C)cc4)n3)C2=O)cc1 (centres undefined) | -8 | 0 | -24 | -5 | 4 | -1 | 2 | -7 | -44 | -8 | -13
CCOC(=O)C1=C(O)C(=O)NC(c2ccccc2)=C(OCC)C1 | -10 | 1 | -13 | 4 | -5 | -19 | -27 | 12 | -11 | 3 | -34
CCN=C(N/N=C/c1ccc([N+](=O)[O-])cc1)SC | -10 | 3 | -13 | -16 | 9 | -4 | -12 | 0 | -7 | -11 | -6
COc1ccc(NC(=S)Nc2ccc(S(=O)(=O)N3CCOCC3)cc2)c(OC)c1 | -4 | 1 | -6 | -15 | 9 | -12 | -1 | -7 | -4 | -4 | -4
Cc1ccc(S(=O)(=O)NC(=O)Nc2ccc(C)cn2)cc1 | 1 | -3 | 19 | -10 | 1 | 8 | -29 | 4 | 3 | 28 | 11
O=C(Nc1ccc(F)cc1)Nc1ccc(Oc2ncnc3cc(Cl)ccc23)nc1 | -16 | -7 | 0 | -19 | 12 | -9 | -33 | 12 | -5 | -1 | -22
O=C(O)CCCN1C(=O)/C(=C/c2ccc(-c3nc4ccccc4s3)o2)SC1=S | 10 | -35 | -14 | -7 | 0 | 3 | 24 | -8 | -21 | -9 | 6
COc1ccc(Cl)cc1S(=O)(=O)Nc1noc2ccccc12 | 12 | -1 | 5 | -4 | 11 | 16 | 3 | 1 | 13 | 11 | 6
O=C(Nc1ccc(F)c(Cl)c1)c1csc([C@@H]2C[C@H](O)[C@@H](CO)O2)n1 | -14 | . | -12 | 0 | -10 | -4 | -27 | . | -15 | -2 | -30
Fc1ccc(CNCc2ccc3c(c2)OCO3)cc1 | 1 | 7 | 12 | -14 | 10 | -9 | -8 | -6 | -4 | 6 | 14
Cc1cc(NC(=O)CCC(=O)N(c2ccc(F)cc2)C(C(=O)NC2CCCC2)c2cccnc2)no1 (centres undefined) | -13 | 1 | -2 | -3 | 8 | 26 | 13 | -51 | -21 | 3 | 9
COc1ccc(OCCOC(=O)c2[nH]c(C)c(C(C)=O)c2C)cc1 | 19 | 6 | 15 | 3 | -10 | 21 | 12 | 2 | -2 | 13 | 1
CCOC(=O)N1CCN(C(=O)c2ccc3oc(CCCc4ccccc4)nc3c2)CC1 | -34 | -7 | -59 | -4 | -77 | -22 | -26 | -3 | -90 | -2 | -32
NS(=O)(=O)c1ccc(Nc2ccc3nonc3c2[N+](=O)[O-])cc1 | -5 | 3 | 12 | 9 | 4 | -2 | 10 | -2 | -2 | -2 | 12
O=C(COc1ccc(-n2cnnn2)cc1)Nc1cc(Cl)cc(Cl)c1 | -2 | -6 | -6 | 1 | 14 | -5 | -5 | -4 | 8 | 40 | -2
CCN1CCn2c1nc(N1CCCCC1)nc2=O | 10 | 0 | -10 | 6 | -11 | -7 | -22 | -7 | 0 | -3 | -30
O=C(CN(C1CCCCC1)S(=O)(=O)c1ccc(F)cc1)NCCCO | -5 | 0 | 17 | 2 | 7 | 1 | 9 | 2 | -18 | -8 | -39
CCOC(=O)c1c(C)[nH]c(C)c1S(=O)(=O)NCc1ccccc1C | 5 | 1 | 6 | -14 | 4 | -17 | 4 | -19 | -13 | 4 | 27
CC(C(=O)NC(=O)NC1CCCCC1)N1CCN(c2ccccn2)CC1 (centres undefined) | 12 | -4 | -32 | 2 | 8 | -1 | 18 | 2 | -21 | -19 | 0
O=C(Nc1ccccc1N1CCCCC1)c1ccc(F)cc1 | 11 | -2 | 0 | -1 | 19 | 16 | 9 | 3 | 1 | -20 | 5
Cc1nn(C)cc1CNC(=O)C1(C)CC1(Cl)Cl (centres undefined) | 6 | 1 | -2 | -3 | 12 | -6 | 0 | -1 | 8 | 2 | -1
CCC1CCCCN1CCNC(=O)CCS(=O)(=O)c1ccc(Br)cc1 (centres undefined) | 3 | -7 | -7 | -14 | 8 | -13 | -10 | -7 | 10 | -1 | -28
COC(CNC(=O)c1ccc2c3c(onc13)-c1ccccc1C2=O)OC | -46 | -11 | -81 | -8 | -57 | -9 | -2 | 0 | -84 | 46 | -70
O=C(Nc1cccc(Oc2ccc3c(c2)C(=O)NC3=O)c1)c1cccs1 | -12 | 1 | 12 | -13 | 20 | -12 | 14 | 7 | 14 | 2 | -10
N#Cc1cccc(C(c2nnnn2CCc2ccccc2)N2CCN(C3CCCCC3)CC2)c1 (centres undefined) | 5 | -12 | -4 | -12 | -3 | -4 | 1 | -5 | -2 | -1 | -8
CC(/C=C1\SC(=S)N(C(C(=O)O)c2ccccc2)C1=O)=C\c1ccccc1 (centres undefined) | -1 | -5 | 10 | -13 | 0 | -16 | 21 | -1 | -8 | -14 | -17
O=S(=O)(N[C@H]1C[C@@H](NS(=O)(=O)OCC(Cl)(Cl)Cl)C2CCCCC21)OCC(Cl)(Cl)Cl (some centres undefined) | 0 | 9 | -4 | -9 | -71 | 4 | 3 | 3 | -22 | 7 | -13
CCSC1=C(C#N)C(c2ccccc2Cl)CC(=O)N1 (centres undefined) | -4 | 2 | 16 | -5 | -23 | 0 | -26 | 4 | -5 | 15 | -4
COc1ccc(OC)c(/C=N/NC(=O)CC(=O)NC2CCCCC2)c1 | 20 | -4 | 12 | -4 | 9 | -2 | -3 | 0 | -3 | -4 | -1
NNC(=O)CN1CCN(c2ncc(C(F)(F)F)cc2Cl)CC1 | -19 | -17 | -12 | -14 | 13 | 3 | 20 | 6 | 5 | 2 | 5
COc1ccc(F)cc1C(=O)C1CCCN(Cc2c[nH]c3ccccc23)C1 (centres undefined) | -8 | 2 | 13 | -6 | 4 | 6 | 11 | -3 | 8 | -9 | 7
Cc1noc(/C=C/N(C)C)c1S(=O)(=O)N1CCCC(C(=O)NCc2ccco2)C1 (centres undefined) | -3 | -3 | -20 | -5 | 6 | 7 | -11 | 5 | -2 | 11 | 5
CC(C)Cc1cc(-c2ccco2)c(C#N)c(N)n1 | . | 3 | -7 | 3 | 5 | -3 | 0 | 2 | -11 | 6 | .
CCC(=O)Nc1ccc(S(=O)(=O)N2CCC(c3nc4ccccc4[nH]3)CC2)cc1 | -10 | -3 | -7 | -9 | -35 | -8 | 15 | -4 | 2 | -12 | 8
Cc1ccc(/C=N/NC(=O)Cc2c(F)cccc2Cl)s1 | -34 | -5 | -24 | -6 | -17 | -16 | -51 | -6 | -28 | -7 | -34
Cc1ccccc1C(=O)NC(=S)NC1CCS(=O)(=O)C1 (centres undefined) | 3 | 10 | -7 | 1 | -4 | -14 | 22 | -8 | 4 | -14 | 2
O=[N+]([O-])c1ccccc1CCc1ccccc1[N+](=O)[O-] | -8 | -15 | 15 | -9 | -17 | -14 | -50 | -4 | 4 | 1 | 2
O=C(CSc1nccn1Cc1ccccc1)NC1CCCC1 | -4 | 3 | -4 | -5 | 5 | 8 | -21 | 0 | 1 | -16 | -12
CC1SC(c2ccccc2Cl)NC1=O (centres undefined) | 5 | 1 | -13 | -7 | 13 | 15 | 7 | 5 | 5 | -4 | 2

By substructure: those above with a COOH group (2)
SMILES | COUP-TFII inh | EBV LMP1 NFkB | LRH-1 inv ag | NOD2 RIPK2 PPI | SRC3 inh | TWEAK Fn14 block | TROY signal inh | TLR9-MyD88 block | NCOA1 inh | C8 TRAIL sens | NCOA2 inhibitor
O=C(O)CCCN1C(=O)/C(=C/c2ccc(-c3nc4ccccc4s3)o2)SC1=S | 10 | -35 | -14 | -7 | 0 | 3 | 24 | -8 | -21 | -9 | 6
CC(/C=C1\SC(=S)N(C(C(=O)O)c2ccccc2)C1=O)=C\c1ccccc1 (centres undefined) | -1 | -5 | 10 | -13 | 0 | -16 | 21 | -1 | -8 | -14 | -17

(cont.)
SMILES | COUP-TFII inh | EBV LMP1 NFkB | LRH-1 inv ag | NOD2 RIPK2 PPI | SRC3 inh | TWEAK Fn14 block | TROY signal inh | TLR9-MyD88 block | NCOA1 inh | C8 TRAIL sens | NCOA2 inhibitor
Cc1ccc(NC(=O)CCCc2c[nH]c3ccccc23)nc1 | 9 | -52 | 9 | -4 | 12 | -1 | -6 | 3 | 11 | 17 | -2
COc1ccc([C@H]2C[C@H](n3cc(-c4ccc(F)cc4)nn3)[C@@H](O)CN2CC2CCCCC2)cc1 | -1 | 6 | 6 | -11 | -9 | -31 | -11 | 4 | 6 | 24 | 9
CCS(=O)(=O)n1nc(-c2cccnc2)nc1NCc1ccc(F)cc1 | -3 | 3 | 12 | -8 | 1 | 14 | -11 | 5 | 1 | -4 | -19
O=C(c1ccco1)N1CCN(C(=O)c2cc(Cl)nc3ccccc23)CC1 | 4 | -6 | 7 | -5 | -1 | 4 | -19 | -10 | 11 | -11 | -7
Cc1ccc(-n2c(=O)c3sccc3n(CC(=O)NCC3CCCO3)c2=O)cc1F (centres undefined) | -15 | -5 | -7 | 4 | -8 | 19 | 6 | 2 | 8 | -7 | -2
CCCNC(=O)C1(C)CCN(Cc2cc3ccccc3o2)C1 (centres undefined) | -4 | . | 15 | -14 | -4 | -2 | 1 | . | 23 | -9 | 15
Cc1cc(NC(=O)NC(=O)c2ccccc2F)no1 | -62 | -6 | -83 | -13 | -58 | -6 | -38 | -3 | -86 | -16 | -70
CC1Cc2cc(/C(O)=C3/C(=O)C(=O)N(CCN4CCOCC4)C3c3ccc(N(C)C)cc3)ccc2O1 (centres undefined) | -19 | 7 | 6 | -7 | -21 | 9 | -8 | -8 | -34 | -23 | -7
CCC(=O)Nc1nnc(S(=O)(=O)N2CCCC2)s1 | -10 | -5 | 29 | -14 | 16 | 17 | 10 | 13 | -4 | -10 | 0
CCc1ccc(NC(=O)CC2C(=O)NCCN2C(=O)c2ccc(F)cc2)cc1 (centres undefined) | -10 | 4 | 10 | 6 | -8 | -14 | -10 | -7 | -9 | 5 | 13
CC(=O)c1cccc(NC(=O)N2CCC(c3ccc(C)cc3)C2)c1 (centres undefined) | -11 | -16 | -13 | 7 | -14 | -14 | -27 | -10 | -2 | 8 | 6
N#C/C(=C(/O)COc1cccc2ccccc12)c1nc2ccccc2[nH]1 | . | 1 | 6 | 0 | 10 | -16 | -4 | -11 | -7 | 17 | .
CN(C)c1cc[n+](/C(C(=S)Nc2ccc(SC(F)F)cc2)=C(/[O-])c2ccccc2)cc1 | 28 | 0 | 11 | -3 | -10 | -19 | 0 | -2 | -8 | 21 | 3
CSCCC(c1nc2ccccc2[nH]1)n1c(C)nc2ccccc21 (centres undefined) | -1 | . | -3 | 2 | . | 9 | -13 | . | . | -1 | 2
CC(C)CNc1nc(Oc2ccc(=O)[nH]n2)nc(N(C)C)n1 | 6 | 9 | 6 | -8 | 15 | 1 | 4 | -2 | -9 | 8 | -5
Clc1ccc(-n2c(SC/C=C/c3ccccc3)nnc2-c2cccnc2)cc1 | 18 | 6 | -1 | 0 | 1 | 8 | 0 | -1 | 16 | 20 | 30

From PubChem BioAssay
